BRCT inh red: qHTS Assay for Inhibitors of BRCT-Phosphoprotein Interaction (Red Fluorophore); BRCT-phosphopeptide binding, red fluorescence polarization; actives 0.03% (n = 75,000); Potency, µM (doses to about 76.9 µM), for inactives: at the highest dose activity change, negative = inhibition, actives largely listed as inhibitors; Breast cancer type 1 susceptibility protein (Homo sapiens), P38398; AID 892, 2007; also: % is scaled to controls: 0 for no effect and ±100 for the full control effect
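Fluorescence polarization: 100 nM His-tagged BRCA1 BRCT with 100 nM TAMRA-labelled phospho-BACH1 decapeptide, phosphate buffer pH 7.3 with 150 mM NaCl, DTT, 0.01% Tween 20; 12 min RT. Binding inhibition seen as FP decrease.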
Rhodamine fluor: qHTS Assay for Spectroscopic Profiling in Rhodamine Spectral Region; max dye-equivalent concentration, M; actives 0.05% (n = 59,000); AID 594, 2007; Rhodamine-region fluorescence, 547/598 nm, Tris buffer; stronger effect = higher value; in the data active = max dye-equivalent concentration above about 11 nM; inconclusive = between about 1.1 nM and that limit
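Compounds in 100 mM Tris buffer, pH 8.0, were incubated 15 min at room temperature, then read at 547 nm excitation and 598 nm emission. Fluorescence was normalized against a per-plate six-point rhodamine standard curve as dye-equivalent concentration.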
DNA Pol III inh: qHTS Assay for Inhibitors of DNA Polymerase III Holoenzyme System | reconstituted DNA polymerase III holoenzyme replication, biochemical | Potency, µM (titrated, usually from 57.1 µM), for the others: at the highest dose activity change, negative = inhibition | actives 0.25% (n = 71,000) | AID 603, 2007; also: potency is read from the fitted curve at half-maximal effect; % is scaled to controls: 0 for no effect and ±100 for the full control effect
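Reconstituted *E. coli* holoenzyme (0.35 nM Pol III, 1 nM beta, 154 nM SSB, 2 nM primase) was preincubated with compound for 15 min at RT. Synthesis on 1.4 nM ssM13Gori ran 35 min, then was stopped with PicoGreen/EDTA and read as dsDNA fluorescence.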
Casp7 inh: qHTS Assay for Allosteric/Competitive Inhibitors of Caspase-7 | P55210 | recombinant caspase-7, Ac-DEVD-AFC fluorescence rate | Potency, µM (highest dose often 57.5 µM), for inactives: top-dose activity change, negative = inhibition, usual class: inhibitors | actives 0.02% (n = 75,000) | AID 889, 2007; active = well fitted inhibition curve with a large enough effect in the main read-out, with a control signal flat, not every such curve was filed as active; inconclusive = small, poorly fitted or top-dose-only effect, or a change in a side signal; also: potency is read from the fitted curve at half-maximal effect; % of control where 0% means no effect
Caspase-1 inhib: qHTS Assay for Allosteric/Competitive Inhibitors of Caspase-1; P29466; Caspase-1 enzyme, Ac-WEHD-AFC fluorogenic rate; Potency, µM (titrated, usually from 57.5 µM), for the others: at the top dose activity change, negative = inhibition, actives largely listed as inhibitors; actives 0.03% (n = 75,000); AID 900, 2007;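 also: potency is read from the fitted curve at half-maximal effect; plate controls were vehicle for no effect and no substrate for full effect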
HEK293 cAMP ctrl: qHTS Assay for Agonists of the Thyroid Stimulating Hormone Receptor: Activators of Intracellular cAMP Concentrations in Parental HEK 293 | parental HEK293 CNG cAMP sensor, membrane potential fluorescence | Potency, µM (doses to about 57.1 µM), inactives show at the highest dose activation, hits mostly activators | actives 2.5% (n = 73,000); also: potency is read from the fitted curve at half-maximal effect; % of control where 0% means no effect; nearly all actives have a fitted effect of over 55% in size
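Counterscreen for endogenous-receptor signalling: CNG-channel HEK 293 cells report cAMP rise by membrane depolarization. After 60 min dye equilibration with 100 uM RO 20-1724, compounds incubated 30 min before bottom-read fluorescence at 590 nm.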
USP2a inh: qHTS Assay for Inhibitors of Ubiquitin-specific Protease USP2a | Ubiquitin carboxyl-terminal hydrolase 2 (Homo sapiens), O75604 | USP2a enzymatic assay, qHTS inhibition | Potency, µM (top dose mostly 38.3 µM), for inactives: top-dose activity change, negative = inhibition, hits mostly inhibitors | actives 0.1% (n = 60,000) | AID 927, 2007;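 also: potency is read from the fitted curve at half-maximal effect; nearly all actives have a fitted effect of over 60% in size; plate controls were DMSO for no effect and NEM full inhibition control for full effect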
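20 nM USP2 core + cpd, 30 min RT; add 20 nM Ub-PLA2/20 uM NBD C6-HPC; read Ex460/Em535 at 0 h and 2.5 h. Normalized to NEM; qHTS curve fit/classification.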
BRCT inh green: qHTS Assay for Inhibitors of BRCT-Phosphoprotein Interaction (Green Fluorophore); Breast cancer type 1 susceptibility protein (Homo sapiens), P38398; BRCA1 BRCT-phosphopeptide binding, green fluorescence polarization; Potency, µM (doses to about 76.9 µM), without a hit: top-dose activity change, negative = inhibition, hits mostly inhibitors; actives 0.05% (n = 75,000); AID 875, 2007;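 also: potency is read from the fitted curve at half-maximal effect; plate controls were peptide without protein for full effect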
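Compounds were incubated for 12 min at room temperature with a complex of 100 nM fluorescein-tagged pBACH1 decapeptide and 250 nM His-tagged BRCT protein. Buffer was phosphate pH 7.3 with EDTA, DTT and Tween 20. Disruption of binding lowers the polarization signal.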
HADH2 inhib: qHTS Assay for Inhibitors of HADH2 (Hydroxyacyl-Coenzyme A Dehydrogenase, Type II); 3-hydroxyacyl-CoA dehydrogenase type-2 (Homo sapiens), Q99714; recombinant HADH2, NADH fluorescence, beta-hydroxybutyryl-CoA; Potency, µM (top dose mostly 57.1 µM), without a hit: at the highest dose activity change, negative = inhibition, actives largely listed as inhibitors; actives 3.4% (n = 73,000); AID 886, 2007; also: potency is read from the fitted curve at half-maximal effect; % is scaled to controls: 0 for no effect and ±100 for the full control effect; nearly all actives have a fitted effect of over 60% in size; many of its hits are not listed in these tables
Target sequence (Q99714 whole entry, looked up, one chain of several): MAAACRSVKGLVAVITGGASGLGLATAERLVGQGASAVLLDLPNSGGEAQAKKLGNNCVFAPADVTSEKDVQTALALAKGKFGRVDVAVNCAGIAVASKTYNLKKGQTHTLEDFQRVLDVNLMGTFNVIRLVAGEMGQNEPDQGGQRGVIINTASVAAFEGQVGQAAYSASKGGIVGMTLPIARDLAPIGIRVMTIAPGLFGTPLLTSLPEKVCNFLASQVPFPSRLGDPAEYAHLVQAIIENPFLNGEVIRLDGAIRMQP
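Activity measured as NADH fluorescence gain (360/450 nm), taken as the change between first and last reads of a 4-min kinetic run. Conditions: pH 9.0 Tris buffer, 20 nM E. coli-expressed His-tagged enzyme, 1 mM NAD+, 90 uM beta-hydroxybutyryl-CoA; 15-min compound preincubation.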
Tau fil binding: qHTS Assay for Tau Filament Binding; recombinant tau filaments, thioflavin S fluorescence, 15 h; filaments grown with octadecylsulfate alongside compound; AID 596, 2007; Microtubule-associated protein tau (Homo sapiens), P10636; actives 2% (n = 71,000); Potency, µM (highest dose often 57.1 µM), for the others: top-dose activity change, negative = inhibition;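 also: potency is read from the fitted curve at half-maximal effect; % is scaled to controls: 0 for no effect and ±100 for the full control effect; actives lower thioflavin S fluorescence by blocking filaments or displacing dye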
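Tau 2 uM in ThS buffer dispensed; compound added; 60 uM ODS added (finals 1 uM tau, 30 uM ODS); 15 h 37 C; fluor ex450/em510.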
15-hLO inh: qHTS Assay for Inhibitors of 15-hLO (15-human lipoxygenase); Polyunsaturated fatty acid lipoxygenase ALOX15 (Homo sapiens), P16050; purified 15hLO-1, xylenol orange hydroperoxide absorbance; Potency, µM (top dose mostly 57.1 µM), inactives show at the top dose activity change, negative = inhibition, hits mostly inhibitors; actives 1.4% (n = 74,000); also: potency is read from the fitted curve at half-maximal effect; % is scaled to controls: 0 for no effect and ±100 for the full control effect; nearly all actives have a fitted effect of over 55% in size
Target sequence (P16050 whole entry, looked up): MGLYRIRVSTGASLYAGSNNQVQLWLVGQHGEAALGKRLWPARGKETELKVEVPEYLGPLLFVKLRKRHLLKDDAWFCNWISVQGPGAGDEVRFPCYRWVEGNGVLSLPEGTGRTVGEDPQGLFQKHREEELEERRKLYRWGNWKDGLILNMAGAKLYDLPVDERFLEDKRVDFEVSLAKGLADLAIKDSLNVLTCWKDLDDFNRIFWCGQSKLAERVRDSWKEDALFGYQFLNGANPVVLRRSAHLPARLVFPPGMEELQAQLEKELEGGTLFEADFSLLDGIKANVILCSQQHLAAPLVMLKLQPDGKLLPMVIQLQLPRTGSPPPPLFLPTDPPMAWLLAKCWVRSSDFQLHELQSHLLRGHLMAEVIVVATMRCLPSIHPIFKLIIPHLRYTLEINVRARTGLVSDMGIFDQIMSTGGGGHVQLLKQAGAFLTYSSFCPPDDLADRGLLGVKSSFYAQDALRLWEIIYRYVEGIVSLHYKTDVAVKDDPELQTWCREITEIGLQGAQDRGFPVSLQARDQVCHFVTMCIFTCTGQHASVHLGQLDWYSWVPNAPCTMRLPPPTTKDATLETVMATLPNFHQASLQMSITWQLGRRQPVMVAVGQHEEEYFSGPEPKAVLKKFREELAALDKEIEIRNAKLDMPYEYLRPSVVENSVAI
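Purified human 15hLO-1 (40 nM final) in 25 mM Hepes pH 7.5, 0.01% Triton X-100 was preincubated with compound 15 min at room temperature, then reacted 6 min with 50 uM arachidonic acid; hydroperoxide detected by Fe-XO, 573/405 nm absorbance ratio.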
The depositor's hits bear a star; i = inactive; u = inconclusive; x = not tested or not shown; [ ] = another dose, or the depositor's remark. Unless noted, calls follow the shape of the dose curve; as a rule, active = well fitted curve in the direction sought with a large enough effect; inconclusive = small, poorly fitted or top-dose-only effect, or another doubt; inactive = no such curve, though single readings can be large; an effect the other way counts as inactive or inconclusive. The list is partial; the hit share may differ from the screen's.

SMILES	BRCT inh red	Rhodamine fluor	DNA Pol III inh	Casp7 inh	Caspase-1 inhib	HEK293 cAMP ctrl	USP2a inh	BRCT inh green	HADH2 inhib	Tau fil binding	15-hLO inh
O=C(/C=N/O)Nc1ccccc1	0.8%	i	-6%	0%	0%	1%	1%	-2.6%	26%	1%	8%
CCOC(=O)c1c(C)oc2c1c1c(c3ccccc32)OCN(Cc2cccnc2)C1	-0.5%	i	-2%	-18%	-17%	-12%	21%	-15%	u	47%	2µM*
CC1Cc2ccccc2N1S(=O)(=O)c1ccc2c(c1)n(C)c(=O)c(=O)n2C (stereo not drawn)	0.2%	i	-8%	1%	2%	7%	-4%	-0.7%	1%	-13%	-8%
Cc1occc1C(=O)Nc1ccc2ccccc2c1	1.1%	x	-6%	1%	3%	6%	41%[activator]	-0.5%	-11%	10µM*	u
O=C(CCNS(=O)(=O)c1cccc2nsnc12)NC1CCCc2ccccc21 (stereo not drawn)	-1.6%	i	0%	2%	-1%	4%	21%	-0.9%	-4%	-11%	1%
O=C(NCc1cccs1)C1CCN(S(=O)(=O)N2CCCC2)CC1	-0.2%	i	6%	1%	-2%	8%	2%	0.3%	4%	-48%	4%
Cc1cnc(CNc2ncncc2-c2ccccc2C)cn1	-1.0%	i	7%	-5%	-4%	2%	-14%	-2.2%	u	-8%	-23%
O=C1c2ccccc2C(=O)N1OCc1ccccc1	0.3%	i	-9%	0%	-1%	6%	2%	-1.1%	-1%	-1%	-2%
CC(=O)Oc1c(S(=O)(=O)c2ccc(C)cc2)c(C)nn1-c1ccccc1	1.0%	i	-2%	3%	-1%	9%	2%	-4.0%	-7%	-3%	-19%
O=c1oc2ccccc2c(N2CCCCC2)c1CN1CCCCC1	-0.9%	i	-3%	-2%	-4%	u	-9%	-2.5%	u	-10%	12%
COc1ccc(-n2c(Cc3cccn3C)nnc2SCC(=O)NCc2ccco2)cc1	-1.0%	x	-4%	-1%	-3%	10%	x	2.2%	-7%	-4%	-22%
CC(=C1C(=O)c2ccccc2C1=O)N1CCN(Cc2ccccc2)CC1	-0.8%	i	-4%	-20%	-13%	u	3%	-1.4%	u	-22%	28%
CCCc1noc2c1/C(=N\O)CC(CC(C)SCC)C2 (stereo not drawn)	-1.0%	x	x	-3%	0%	16%	x	-1.7%	-20%	x	u
CC(=O)c1n[nH]nc1Nc1nc(C)cc(C)n1	-0.7%	i	3%	1%	1%	-1%	-3%	-2.9%	0%	6%	5%
CCc1ccccc1N1CCN(S(=O)(=O)c2cc(OC)ccc2OC)CC1	-1.0%	i	0%	-1%	-2%	23%	u	-2.5%	-4%	26%	-12%

Part of the list above, set out differently.
> CCOC(=O)c1c(C)oc2c1c1c(c3ccccc32)OCN(Cc2cccnc2)C1
  BRCT inh red: -0.5%	Rhodamine fluor: i	DNA Pol III inh: -2%	Casp7 inh: -18%	Caspase-1 inhib: -17%	HEK293 cAMP ctrl: -12%	USP2a inh: 21%	BRCT inh green: -15%	HADH2 inhib: u	Tau fil binding: 47%	15-hLO inh: 2µM*
> CC1Cc2ccccc2N1S(=O)(=O)c1ccc2c(c1)n(C)c(=O)c(=O)n2C (stereo not drawn)
  BRCT inh red: 0.2%	Rhodamine fluor: i	DNA Pol III inh: -8%	Casp7 inh: 1%	Caspase-1 inhib: 2%	HEK293 cAMP ctrl: 7%	USP2a inh: -4%	BRCT inh green: -0.7%	HADH2 inhib: 1%	Tau fil binding: -13%	15-hLO inh: -8%

Additional structures.
SMILES	BRCT inh red	Rhodamine fluor	DNA Pol III inh	Casp7 inh	Caspase-1 inhib	HEK293 cAMP ctrl	USP2a inh	BRCT inh green	HADH2 inhib	Tau fil binding	15-hLO inh
Cc1cnc(C(=O)OCC(=O)Nc2ccc(Cl)cc2)cn1	0.5%	i	3%	-23%	-10%	-10%	10%	0.2%	-4%	-3%	1%
O=C(CCSc1ccc(Cl)cc1)N1CCN(c2ncccn2)CC1	0.8%	i	-6%	-1%	1%	u	7%	-0.1%	-3%	-4%	1%
CCOC(=O)c1ccc(NC2c3ncccc3C(=O)N2Cc2ccc(F)cc2)cc1 (stereo not drawn)	0.7%	i	-2%	-2%	2%	18%	-1%	-1.6%	4%	-4%	-17%
COc1cc(NS(=O)(=O)c2ccc(NC(=O)NC3CCCCC3)cc2)nc(OC)n1	2.2%	i	-6%	-2%	-1%	16%	-3%	1.5%	-2%	3%	1%
O=C(CNS(=O)(=O)c1ccccc1)N1CCN(c2ccccc2)CC1	-2.9%	i	-1%	1%	0%	5%	3%	-1.7%	15%	2%	3%
CCC(C)(C(=O)NC1CCCCC1)N(Cc1ccco1)C(=O)c1cnccn1 (stereo not drawn)	-5.8%	i	3%	0%	1%	3.2µM*	-11%	-3.0%	2%	-12%	8%
CS(=O)(=O)Nc1c(O)ccc2c1CCC[C@H]2C1=NCCN1	-0.3%	x	-6%	-2%	1%	5%	x	-0.7%	0%	u	u
O=C(CCCCn1c(=O)c2ccccc2n(CC(=O)Nc2cccc(F)c2)c1=O)NCc1ccco1	0.4%	i	0%	-1%	-3%	15%	-23%	0.9%	-32%	205%	-11%
O=C(NC1CCS(=O)(=O)C1)c1ccc(S(=O)(=O)NCC2CCCO2)cc1 (stereo not drawn)	0.4%	i	-1%	1%	0%	-2%	0%	0.5%	4%	-11%	2%
O=C(O)COCc1nc2ccccc2[nH]1	0.3%	i	5%	0%	0%	0%	7%	-1.4%	-3%	3%	9%
CCOC(=O)N1CCC(NC(=O)COc2cc(=O)n(C)c3ccccc23)CC1	-0.6%	x	-3%	-1%	-2%	-6%	x	-0.2%	0%	7%	7%
COc1cccc(Nc2ncc3nc(CCc4ccccc4)c(=O)n(C)c3n2)c1	0.3%	i	-10%	u	x	12%	75%[activator]	2.0%	9%	13%	0%
CC(=O)c1ccc(NC(=O)CSc2nnc(NC(=O)CN3CCOCC3)s2)cc1	-0.2%	i	-4%	0%	0%	-2%	3%	-3.0%	-21%	1%	2%
O=C(CN1CCN(c2ccc(Cl)cc2)CC1)Nc1ccc(F)c(F)c1	0.2%	x	x	-3%	-2%	28%	x	-1.4%	4%	x	-10%
O=C(NCCN1CCCC1=O)Nc1ccccc1	-1.4%	i	2%	0%	-1%	u	1%	0.2%	7%	14%	-8%
O=C(c1ccco1)N1CCN(C(=O)C2CCCc3c2[nH]c2ccc(Cl)cc32)CC1 (stereo not drawn)	-0.6%	i	12%	-1%	-3%	-2%	x	-2.5%	-4%	39%	2%
Cc1occc1-c1nnc(SCC(=O)NCc2cccs2)n1CC1CCCO1 (stereo not drawn)	1.1%	i	-4%	3%	-1%	16%	x	1.5%	6%	-1%	6%

5 compounds already listed, sorted by length of the SMILES, ascending.
SMILES	BRCT inh red	Rhodamine fluor	DNA Pol III inh	Casp7 inh	Caspase-1 inhib	HEK293 cAMP ctrl	USP2a inh	BRCT inh green	HADH2 inhib	Tau fil binding	15-hLO inh
O=C(O)COCc1nc2ccccc2[nH]1	0.3%	i	5%	0%	0%	0%	7%	-1.4%	-3%	3%	9%
O=C(NCCN1CCCC1=O)Nc1ccccc1	-1.4%	i	2%	0%	-1%	u	1%	0.2%	7%	14%	-8%
O=C(CNS(=O)(=O)c1ccccc1)N1CCN(c2ccccc2)CC1	-2.9%	i	-1%	1%	0%	5%	3%	-1.7%	15%	2%	3%
COc1cc(NS(=O)(=O)c2ccc(NC(=O)NC3CCCCC3)cc2)nc(OC)n1	2.2%	i	-6%	-2%	-1%	16%	-3%	1.5%	-2%	3%	1%
O=C(CCCCn1c(=O)c2ccccc2n(CC(=O)Nc2cccc(F)c2)c1=O)NCc1ccco1	0.4%	i	0%	-1%	-3%	15%	-23%	0.9%	-32%	205%	-11%
